Bioassay records deposited in PubChem by several laboratories.
PMI inhibitors: inhibitors of human PMI, primary screen, biochemical, fluorescence intensity, coupled assay (AID 1209). 0.42% of 190,000 active. purified PMI enzyme, coupled fluorescence intensity; higher % means a stronger effect. inhibition, % at 20 µM, or IC50 in µM where a hit was titrated;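 also: plate controls were DMSO vehicle for no effect and wells lacking substrate for full effect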
Myeloid diff MLP: compounds promoting myeloid differentiation; ER-HoxA9 myeloid progenitors, lysozyme-GFP differentiation, flow cytometry; calls only at 10 µM; 1% of 360,000 active; AID 624256;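 active = normalized GFP-positive differentiation at or above the plate's own cutoff, the solvent-only control mean plus 3 SD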;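 also: cells exposed to compound for four days before flow analysis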
K1F lysis inhibition: protection from phage-mediated lysis, alamar blue read-out – E. coli UTI89, K1F phage, bacterial capsule biogenesis inhibitors (AID 488966) | 0.02% of 340,000 active | E. coli UTI89 K1F phage lysis, alamar blue, 2 h; higher % means a stronger effect | inhibition, % at 100 µM, or IC50 in µM where a hit was titrated;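 active = phage lysis inhibition, versus mean bacterial control, above a set limit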;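 also: capsule biogenesis inhibitors block K1F phage lysis so surviving cells raise fluorescence; higher fluorescence means more inhibition of phage lysis; actives were called in the ten point dose series up to 300 µM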
WT yeast gro inh: growth inhibition of WT yeast, mitochondrial fusion screen; 2.1% of 190,000 active; inhibition, % at 10 µM; mitochondrial fusion phenotypic screen, WT strain; in the data active = inhibition above about 58%; tested in S. cerevisiae
P. falciparum M1AAP: P. falciparum M1AAP inhibitors, biochemical, fluorogenic H-Leu-NHMec substrate, 1536-well (AID 1445) | recombinant M1AAP, H-Leu-NHMec fluorogenic kinetic assay; higher % means a stronger effect | one-dose inhibition, % at 30 µM; IC50 in µM for titrated hits | 0.42% of 220,000 active;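 active = primary inhibition above the hit cutoff, then over 50% inhibition at one or more dose response concentrations, cut at about 23% in these data, passing the limit was not always enough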;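 also: plate controls were DMSO full reaction for no effect and no enzyme background for full effect; strong numbers were not always called active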
human PMI inhibitors: MPI inhibition at elevated mannose 6-phosphate – biochemical, fluorescence intensity, high mannose 6-phosphate, primary screen (AID 1220). recombinant PMI enzyme, coupled fluorescence intensity; higher % means a stronger effect. inhibition, % at 20 µM; hits with a dose series show IC50 in µM. 0.66% of 190,000 active
TNAP activation fold: stimulation of alkaline phosphatase TNAP activity – biochemical, luminescent, no phosphate acceptor, uHTS, primary screen (AID 1001). purified TNAP, luminescent activation assay, no phosphate acceptor; higher activation fold means a stronger effect. activation fold at 20 µM; hits with a dose series show EC50 in µM. 0.03% of 200,000 active; in the data active = activation fold from about 3, or a potency from the dose series; inactive = the rest, 99 in 100 with activation fold below about 1.6; also: many of its hits are not listed in these tables
Lipid droplet: modulators of hepatic lipid droplet formation. AID 1656. AML12 mouse hepatocytes, oleate lipid droplets, BODIPY imaging. 0.4% of 240,000 active. inhibition, % at 6.5 µM;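 active = lipid droplet intensity inhibited by at least 50%, with more than 500 cells counted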
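Test system: AML12 hepatocytes (mouse); reagent: oleate loading, 100 µM; dosing: one dose, 6.5 µM compound; incubation: overnight exposure; signal: fluorescence imaging, 20x objective, two fields per well; read-out basis: % inhibition of corrected integrated BODIPY droplet signal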
CSM14.1 death rescue: rescue of cells from ER stress-induced death, primary screen, 384-well, CSM14.1, thapsigargin, ATP luminescence (AID 1222); CSM14.1 thapsigargin-induced death rescue, ATP luminescence; higher % means a stronger effect; one-dose cellular ATP content (survival), % at 20 µM; EC50 in µM for titrated hits; 190,000 tested, under 10 active;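 active = EC50 below 50 µM in the dose-response confirmation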;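 also: death triggered by thapsigargin at about 15 µM added after 2 h compound pretreatment; cell ATP read after overnight thapsigargin exposure of roughly 18 to 22 hours; normalized against plate controls of thapsigargin alone and 5% DMSO vehicle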
WT yeast gro inh mutant strain: also measured in WT yeast gro inh; calls as there; inhibition, %; mitochondrial fusion phenotypic screen, mutant strain inhibition
Lipid droplet cells 6.5 µM: second read-out of Lipid droplet, no call of its own (marks repeat the call); cell count; measured here: cell count, cytotoxicity flag;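 cells counted across two imaged fields per well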
Myeloid diff MLP GFP+ MAC1+ %: also measured in Myeloid diff MLP; calls as there; GFP+ MAC1+ double positive, %; measured here: differentiation confirmed by MAC1 staining
Numbers without * were called inactive; i = inactive; . = not tested or not shown; + = active, no number; [ ] = another dose, or the depositor's remark. Rule as the data show it, unless noted: active = inhibition above about 50%; inactive = the rest.

The opening two entries as a preview:
structure,PMI inhibitors,Myeloid diff MLP,Myeloid diff MLP GFP+ MAC1+ %,K1F lysis inhibition,WT yeast gro inh,WT yeast gro inh mutant strain,P. falciparum M1AAP,human PMI inhibitors,TNAP activation fold,Lipid droplet,Lipid droplet cells 6.5 µM,CSM14.1 death rescue
CCOc1ccc(NC(=O)C2CCCN(C)C2)cc1 (stereo unspecified),.,i,1.1,0.9%[50 µM],.,.,6%,.,.,-15,708,.
O=C(c1cnn2c(C(F)(F)F)cc(-c3cccs3)nc12)N1CCOCC1,4%,i,0.3,-0.2%,-10,7,5%,-2%,1.1,8,686,2.6%

Main list (from the top)
structure,PMI inhibitors,Myeloid diff MLP,Myeloid diff MLP GFP+ MAC1+ %,K1F lysis inhibition,WT yeast gro inh,WT yeast gro inh mutant strain,P. falciparum M1AAP,human PMI inhibitors,TNAP activation fold,Lipid droplet,Lipid droplet cells 6.5 µM,CSM14.1 death rescue
CCOc1ccc(NC(=O)C2CCCN(C)C2)cc1 (stereo unspecified),.,i,1.1,0.9%[50 µM],.,.,6%,.,.,-15,708,.
O=C(c1cnn2c(C(F)(F)F)cc(-c3cccs3)nc12)N1CCOCC1,4%,i,0.3,-0.2%,-10,7,5%,-2%,1.1,8,686,2.6%
O=C(c1ccc(Br)s1)N1CCN(C/C=C/c2ccccc2)CC1,7%,i,0.3,2.8%,23,48,1%,0%,1,-1,760,5.8%
O=C(c1ccccc1)c1cnc[nH]1,.,i,0.2,0.2%,.,.,-3%,.,.,5,718,.
CCNc1nc(NCC)n2c(SCC(=O)Nc3ccc(C(F)(F)F)cc3[N+](=O)[O-])nnc2n1,-3%,i,0.5,1.9%,-8,-9,4%,-12%,0.9,-17,470,-4.0%
N#Cc1c(-c2ccco2)ccn(Cc2ccc(F)cc2)c1=O,-1%,i,0.8,1.1%,-12,-4,8%,-1%,1.1,-14,698,.
COc1ccc(/C=C2\SC(=S)N(N3CCOCC3)C2=O)c(OC)c1,.,i,0.3,0.0%,.,.,1%,.,.,0,645,.
CN(C)C(=O)c1ccc(N/C=C(\C=O)c2nc3ccccc3o2)cc1,-2%,i,0.3,-0.6%,9,6,6%,-1%,1.5,0,723,5.4%
O=C(CN1C(=O)S/C(=C/c2cccnc2)C1=O)N1CCOCC1,4%,i,0.4,2.0%[50 µM],-12,-17,9%,7%,0.8,0,628,-0.5%
COc1ccc(N2CCN(C(=O)C(=O)c3c(C)n(C)c4ccccc34)CC2)cc1,-2%,i,0.7,0.6%,10,1,4%,-1%,1.1,-6,698,.
CCc1nnc(N2C(=N)SCC2=O)s1,6%,i,0.0,13%,1,6,-2%,6%,1.1,-11,548,-0.3%
CCCc1nc2ccccc2c(=O)n1NC(=O)c1c(O)c2cccc3c2n(c1=O)CCC3,2%,i,0.5,0.5%,-1,1,15%,-6%,1,3,796,-0.7%
O=C(NN(C(=O)C1CC1)c1nc2ccccc2s1)C1CC1,-7%,i,0.1,0.0%,-7,12,10%,-13%,1.2,21,706,-0.5%
C=CCn1c(C)cc(C)c(C#N)c1=O,-4%,i,0.9,2.9%,5,-2,1%,-6%,1.1,.,.,1.4%
CCOc1ccccc1C1N(c2ccc(F)cc2)C(=O)C2CCCN21 (stereo unspecified),1%,i,1.1,0.7%,1,12,0%,6%,1.1,8,698,1.8%
CCc1ccc(N(C(C)=O)c2nc(CCl)cs2)cc1,-44%,i,1.3,0.0%,21,5,-2%,-27%,1.1,-24,679,1.5%
Nc1c(-c2ccccn2)cnn1-c1nc(-c2ccc(F)cc2)cs1,-7%,i,0.5,1.9%,20,35,-1%,0%,1.3,.,.,-0.2%
COc1ccc(OC)c(S(=O)(=O)N2CCC(C(=O)N3CCc4ccccc4C3)CC2)c1,19%,i,1.2,-0.2%,.,.,5%,15%,1.1,-7,718,-2.0%
Nc1ccc2oc3ccccc3c2c1,-10%,i,1.2,1.5%[50 µM],1,-1,4%,13%,1,-6,614,0.9%
CCC/S(CC1CC1(Cl)Cl)=N\S(=O)(=O)c1ccc(C)cc1 (stereo unspecified),-8%,i,5.6,1.0%,-27,-22,8%,-8%,1.1,-2,735,-2.2%
COCc1nnc(NC(=O)c2ccc(S(=O)(=O)N(C)C3CCCCC3)cc2)o1,-5%,i,0.2,0.6%,17,6,-12%,-6%,1.1,.,.,0.6%
O=C(CNC(=O)c1ccncc1)N/N=C/c1cc(Br)ccc1OCc1ccccc1,.,i,0.6,-0.1%,.,.,5%,.,.,-14,657,.
Cc1[nH]nc2c1C(c1ccccc1F)NC2=O (stereo unspecified),4%,i,1.4,1.0%,11,5,7%,2%,1,.,.,1.0%
CSc1nncc(-c2ccc(F)cc2)n1,-10%,i,0.4,0.2%,-9,23,4%,-10%,1,.,.,2.0%
CCCCOc1ccc(-c2nnn(C(C)(C)C(=O)OC)n2)cc1,48%,i,0.0,0.4%,7,-11,-6%,22%,1.1,-7,602,-1.7%
CCOC(=O)/C(C#N)=C/c1cc2ccccc2nc1Cl,18%,i,6.1,0.0%,25,90,0%,21%,1.1,.,.,-4.7%
CC1CCc2c(sc(NC(=O)COC(=O)c3ccccc3NCc3ccco3)c2C#N)C1 (stereo unspecified),4%,i,0.8,-0.2%,2,-4,-1%,0%,1,3,717,0.4%
O=C(CCC1CCCC1)N1CCN(C2CCCC2)CC1,9%,i,0.5,0.6%,8,10,-1%,-1%,1.1,-5,780,-3.6%
COc1cccc(CN2CCN(Cc3c(C)nn(C(C)C)c3C)CC2CCO)c1 (stereo unspecified),.,i,0.1,-0.2%,10,-1,6%,.,1.1,-2,590,-0.8%
Cc1cc(OCc2nn[nH]n2)c2c(-c3ccccc3)cc(=O)oc2c1,6%,i,0.8,0.4%,-11,7,3%,4%,1.1,.,.,-1.1%
Cc1ccc(N/N=C(\C#N)C(=N)N2CCCCCC2)cc1,0%,i,0.5,-0.2%,19,14,3%,-8%,0.9,-6,754,-3.0%
Cc1ccc(NC(=O)CN2CCCCC2)c2c1CC(C)(C)O2,5%,i,0.1,0.4%,-11,-9,9%,4%,1,-12,735,-2.0%
Cc1nnc(SCC(=O)NCC2CCCCC2)n(N)c1=O,1%,i,1.2,0.4%,12,9,0%,-2%,1,.,.,2.9%
Cc1cc(NC(=O)COC(=O)c2ccco2)no1,-4%,i,0.6,0.6%,-1,0,5%,-1%,1.1,-4,619,-0.1%
CCOc1c(Cl)cc(/C=N/O)cc1OC,5%,i,1.6,4.2%[50 µM],-7,-21,0%,-6%,1.1,5,737,-4.4%
CC1CCCCC12NC(=O)N(CC(=O)c1ccc[nH]1)C2=O (stereo unspecified),-3%,i,1.1,0.0%,1,0,5%,-6%,1.1,17,820,5.5%
CCOC(=O)c1[nH]c2ccc(OC)cc2c1NC(=S)N1CCN(c2ccccc2)CC1,14%,i,0.9,-0.4%,1,-8,8%,9%,1,-19,633,-2.8%
O=c1[nH]c(Cc2ccc(F)cc2)nc2scc(-c3ccc(F)cc3)c12,27%,i,0.3,-0.9%,9,-6,10%,5%,1.1,-4,619,-1.4%
O=C(/C=C/c1ccccc1)NC(=S)N1CCSCC1,1%,i,0.2,2.7%,-17,-8,-1%,1%,1.1,-17,611,-1.4%
O=C(Cn1cnc2c(oc3ccccc32)c1=O)NCc1ccco1,-6%,i,3.5,3.0%,28,28,5%,-1%,1.1,.,.,3.1%
CCOC(=O)Cn1c(=NC(=O)c2cc(-c3cccs3)nc3ccccc23)sc2cc(S(N)(=O)=O)ccc21,8%,i,0.7,-0.2%[50 µM],2,-29,6%,-10%,1.1,6,370,9.9%
Cc1ccc2cc(C3CC(c4ccco4)=NN3C(=O)CCCC(=O)O)c(Cl)nc2c1 (stereo unspecified),.,i,0.5,2.1%[50 µM],.,.,5%,.,.,18,704,.
CC(=O)Nc1nnc(Cc2ccccc2)s1,6%,i,1.6,0.5%,6,11,-1%,11%,1.1,.,.,-1.7%
Cc1nnc(SCCn2c(N3CCN(C)CC3)nc3c2c(=O)n(C)c(=O)n3C)s1,2%,i,1.5,-0.6%,-17,-8,3%,-8%,1.1,6,738,-0.1%
N=C1C(c2nc3ccccc3s2)=C(O)CN1CCCO,10%,i,0.8,1.4%,-1,5,7%,6%,1.1,8,773,2.4%
CCCCN1C(=O)N(c2nnc(C(C)(C)C)s2)C(O)C1c1ccc(C)cc1 (stereo unspecified),.,i,0.7,-0.5%,.,.,7%,.,.,11,665,.
COc1ccc(OCC(O)CNC(=O)c2ccc(C)cc2)cc1 (stereo unspecified),.,i,0.7,0.6%,.,.,1%,.,.,2,695,.
COc1cc2c(cc1OC)C1C/C(=N\O)C(CC(C)C)CN1CC2 (stereo unspecified),17%,i,0.7,1.2%,4,-14,5%,42%,1.1,.,.,-0.6%
COc1ccc(C(=O)NC(NC(=O)c2ccc(OC)c(OC)c2)c2ccccc2F)cc1OC,-1%,i,0.8,0.2%,2,-17,-8%,-6%,1.1,-14,720,-2.9%
O=C(Nc1cccc(C(F)(F)F)c1)C(SCCO)c1ccccc1 (stereo unspecified),14%,i,0.8,0.3%,5,17,4%,11%,1.1,3,637,-1.7%

(next part)
structure,PMI inhibitors,Myeloid diff MLP,Myeloid diff MLP GFP+ MAC1+ %,K1F lysis inhibition,WT yeast gro inh,WT yeast gro inh mutant strain,P. falciparum M1AAP,human PMI inhibitors,TNAP activation fold,Lipid droplet,Lipid droplet cells 6.5 µM,CSM14.1 death rescue
O=C(O)c1ccc(NC(=O)C2C3CCC(C3)C2C(=O)O)cc1 (stereo unspecified),-19%,i,0.9,0.6%,5,-6,-4%,-9%,1,.,.,0.5%
Cc1cc(S(=O)(=O)NCC(C)C)ccc1OCC(=O)NCc1ccco1,8%,i,0.4,1.8%,0,0,8%,10%,1.1,-5,671,0.3%
c1ccc(Cc2nc(-c3ccccn3)no2)cc1,1%,i,0.8,-0.6%,-4,-13,0%,0%,1.1,.,.,0.6%
CCOc1ccc(-c2nnn(CC(=O)NCc3ccc4c(c3)OCO4)n2)cc1,-2%,i,0.6,0.5%,8,2,4%,5%,1.2,-10,744,-0.3%
Cc1cc(C)n(Cc2ccc(C(=O)NN)o2)n1,.,+,0.2*,-0.7%,.,.,6%,.,.,-7,704,.
CCC1SC2=NCCN2C1(O)c1ccc(Cl)cc1 (stereo unspecified),4%,i,5.2,5.0%,8,3,3%,-10%,1,1,706,-0.4%
